Compound activity from PubChem.
LGR2 inh = blocks bursicon-induced cAMP signaling via Drosophila LGR2; inhibition, % at 9.99 µM; 0.35% of 380,000 active; HEK293 LGR2, CRE-luciferase, bursicon-stimulated, 4 h;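 active = drop in luminescence signal, shown as inhibition above about 50% in the replicate tests, limit read from the data, passing the limit was not always enough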;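 also: agonist challenge used bursicon conditioned medium at about half maximal strength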
C2C12 statin = suppressors of simvastatin-induced myotoxicity in C2C12 myotubes | ATP luminescence, 48 h; scaled: DMSO 0, geranylgeraniol control 100 | AID 602340 | 0.78% of 330,000 active | rescue of ATP level, % at 7.49 µM;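 active = mean ATP rescue above about 67%, or every replicate alone reaching that limit, limit read from the data, passing the limit was not always enough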;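 also: myotubes were challenged with 10 µM simvastatin during compound exposure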
ARNT-TACC3 inh = ARNT/TACC3 interaction disruption | Q9Y6A5 | AlphaScreen His-ARNT PAS-B/GST-TACC3 binding, luminescence; TACC3 fragment carries E629A point mutation | inhibition, % at 9.99 µM | 0.66% of 390,000 active | AID 623870;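 active = mean inhibition of replicates at least 50% and at least half of replicates each reaching 50%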;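 also: 0% = complete ARNT plus TACC3 wells and 100% = ARNT alone without TACC3; many hits fall short of the cut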
PGC1a acetyl inh = PGC1a acetylation modulation, inhibitor mode | U2OS PGC1a acetylation, AlphaScreen anti-acetyl-lysine; with virally co-expressed GCN5 acetyltransferase | inhibition, % at 15.6 µM | 0.17% of 350,000 active;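 active = every replicate shows inhibition of at least 40%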;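 also: 0% = neutral control wells and 100% = positive control wells; some results beyond the cut were filed as inactive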
Cneo AK release = Cryptococcus neoformans lysis via adenylate kinase release. C. neoformans lysis, adenylate kinase release luminescence, 4 h; normalised: neutral wells 0, clomiphene wells 100. lysis activity, % at 15 µM. 0.2% of 360,000 active;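 active = mean lysis activity across replicates of at least 80%, whatever share of replicates individually reach that level; inactive = mean lysis activity below 80%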
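Assay system: Cryptococcus neoformans yeast cells / Dosing: single-point compound dose / Timing: 4 h at 37 °C static, read 1 h later / Measured by: luminescence of released adenylate kinase using an AK detection reagent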
INS-1E GSIS act = primary screen for activators of insulin secretion dependent on glucose, INS-1E cells, GLuc reporter luminescence; INS-1E GLuc reporter insulin secretion, 2-3 h; activation, % at 16.6 µM; 0.61% of 370,000 active;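 active = lowest replicate activation of at least 40%, so every replicate reaches that level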;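 also: 0% = median of neutral control wells and 100% = median of IBMX positive control wells; some compounds called inactive have numbers as strong as hits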
PAX8 reporter = lowers PAX8-driven luciferase in RMG-I cells | RMG-I TPO-luciferase reporter, SteadyGlo, 24 h | inhibition, % at 12.6 µM | 1.2% of 360,000 active;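 active = mean replicate inhibition at least 60% with every replicate also reaching 60%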;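 also: luciferase light reporting Pax8 driven TPO promoter activity; plate controls were median of neutral control wells for no effect and mitoxantrone controls for full effect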
PglD DTNB = blocks C. jejuni PglD acetyltransferase activity. purified PglD enzyme, DTNB colorimetric CoA detection. inhibition, % at 12.5 µM. 0.098% of 360,000 active. AID 602405; in the data active = inhibition above about 16%, passing the limit was not always enough; also: strong numbers were not always called active
An asterisk follows results filed as active.

For O=C1COc2ccc(C(=O)COC(=O)c3nc(Cl)ccc3Cl)cc2N1 the results were LGR2 inh -10.0, C2C12 statin -5.1, ARNT-TACC3 inh -2.4, Cneo AK release 0.2, INS-1E GSIS act 14.1, PAX8 reporter 21.7 and PglD DTNB 11.7.
`CCOC(=O)c1nnn(-c2nonc2N)c1-c1cccc2ccccc12` gave C2C12 statin 4.3, ARNT-TACC3 inh -2.8, PGC1a acetyl inh -10.7, Cneo AK release -1.0 and PglD DTNB 1.8.
Cc1ccc(CCNC(=O)CN(C)S(=O)(=O)c2cnc[nH]2)cc1 was read as LGR2 inh 12.3, C2C12 statin -4.3, ARNT-TACC3 inh -5.1, PGC1a acetyl inh 2.5, Cneo AK release 0.8, INS-1E GSIS act 16.7, PAX8 reporter -23.1 and PglD DTNB -29.4.
Cc1ccc(S(=O)(=O)N(C)C[C@@H]2Oc3ccc(NS(=O)(=O)c4ccccc4)cc3C(=O)N([C@@H](C)CO)C[C@@H]2C)cc1 was read as LGR2 inh 2.8, ARNT-TACC3 inh 0.0, PGC1a acetyl inh 6.3, Cneo AK release 3.1, INS-1E GSIS act -7.0 and PglD DTNB -2.2.
`CCOC(=O)c1c(C)[nH]c(C(=O)COc2ccc3c(c2)OCO3)c1C` gave C2C12 statin -7.1, ARNT-TACC3 inh 1.8, PGC1a acetyl inh -17.3, Cneo AK release -4.0 and PglD DTNB 4.7.
Screening CC(C)Oc1ccc(C(=O)NCCNC(=O)c2ccco2)cc1 returned LGR2 inh -7.7, C2C12 statin -2.4, ARNT-TACC3 inh -1.0, Cneo AK release 8.0, INS-1E GSIS act -4.1, PAX8 reporter -12.1 and PglD DTNB -0.9.
`CCCN(C)C[C@H]1Oc2ncc(C#CCN(C)C)cc2C(=O)N([C@@H](C)CO)C[C@H]1C` gave LGR2 inh 4.8, C2C12 statin 28.8, ARNT-TACC3 inh -2.4, PGC1a acetyl inh -0.8, Cneo AK release 4.9, INS-1E GSIS act 13.1 and PglD DTNB 4.9.
For Cc1ccc(SCCC(=O)OCC(=O)Nc2ncc(Cl)cc2Cl)cc1 the results were C2C12 statin -15.1, ARNT-TACC3 inh -5.5, PGC1a acetyl inh -2.2, Cneo AK release 1.9, INS-1E GSIS act 16.9 and PglD DTNB -2.4.
Cc1ccc2occ(CN3CCN(c4ccccc4)CC3)c(=O)c2c1 was read as LGR2 inh -29.3, C2C12 statin -1.1, ARNT-TACC3 inh 1.8, PGC1a acetyl inh 4.0, Cneo AK release -0.4, INS-1E GSIS act 6.0 and PglD DTNB 2.6.
Screening Cc1cc(=O)oc2cc(OCCc3ccccc3)ccc12 returned LGR2 inh -83.7, C2C12 statin -8.2, ARNT-TACC3 inh 8.2, Cneo AK release 0.0, INS-1E GSIS act 13.1, PAX8 reporter -72.9 and PglD DTNB -4.0.
For Brc1ccc(-c2csc3[n+]2CCCCC3)cc1 the results were LGR2 inh 12.5, PGC1a acetyl inh -5.4, INS-1E GSIS act 2.1 and PAX8 reporter 15.3.
`CCCCNC(=O)O[C@@H]1C[C@H]2CCC(=O)N3CC[C@@H](C1)[C@@H]23` gave LGR2 inh -10.7, C2C12 statin 0.4, ARNT-TACC3 inh -3.1, Cneo AK release 2.5, INS-1E GSIS act -2.1, PAX8 reporter -22.4 and PglD DTNB -4.5.
N#C[C@H]1[C@H](c2ccc(C#CC3CCCCC3)cc2)[C@H](CO)N1C(=O)Nc1ccc(F)cc1 was read as LGR2 inh 10.5, PGC1a acetyl inh -7.2, INS-1E GSIS act -1.2 and PAX8 reporter 91.8*.
`NC(=O)CSc1nc2ccccc2n1-c1ccccc1` gave LGR2 inh -16.0, C2C12 statin -12.2, ARNT-TACC3 inh -10.0, PGC1a acetyl inh 3.0, Cneo AK release 1.6, INS-1E GSIS act 18.6 and PglD DTNB -2.3.
COc1cccc(NC(=O)Nc2ccccc2C(N)=O)c1 was read as LGR2 inh 22.2, C2C12 statin 7.5, ARNT-TACC3 inh -4.0, PGC1a acetyl inh 2.4, INS-1E GSIS act 2.3 and PAX8 reporter -7.4.

2 compounds picked at random from the list so far, as already listed:
Screening CC(C)Oc1ccc(C(=O)NCCNC(=O)c2ccco2)cc1 returned LGR2 inh -7.7, C2C12 statin -2.4, ARNT-TACC3 inh -1.0, Cneo AK release 8.0, INS-1E GSIS act -4.1, PAX8 reporter -12.1 and PglD DTNB -0.9.
Cc1ccc2occ(CN3CCN(c4ccccc4)CC3)c(=O)c2c1 was read as LGR2 inh -29.3, C2C12 statin -1.1, ARNT-TACC3 inh 1.8, PGC1a acetyl inh 4.0, Cneo AK release -0.4, INS-1E GSIS act 6.0 and PglD DTNB 2.6.

New compounds follow.
`COc1ccc(NC(=O)N(C)C[C@@H]2OCc3cn(nn3)CCCC(=O)N([C@H](C)CO)C[C@@H]2C)c(OC)c1` gave LGR2 inh 8.3, C2C12 statin 3.5, ARNT-TACC3 inh -3.6, PGC1a acetyl inh 3.5, Cneo AK release -9.2, INS-1E GSIS act -10.8 and PglD DTNB 0.1.
CN(CC(=O)Nc1ccccc1Cl)C(=O)COC(=O)c1nc(Cl)ccc1Cl was read as LGR2 inh -1.2, ARNT-TACC3 inh 0.4, INS-1E GSIS act -2.5 and PAX8 reporter -4.7.
`CC(Oc1ccc(Cl)cc1Cl)C(=O)Nc1ccc2oc(-c3ccncc3)nc2c1` (stereo not drawn) gave C2C12 statin -2.1, ARNT-TACC3 inh 0.3, PGC1a acetyl inh -1.7, Cneo AK release 0.8, PAX8 reporter -12.7 and PglD DTNB -1.1.
Screening CNC[C@@H]1OCCCC[C@@H](C)Oc2ccc(NC(=O)Nc3ccc(C(F)(F)F)cc3)cc2C(=O)N([C@H](C)CO)C[C@@H]1C returned LGR2 inh 3.0, C2C12 statin -19.0, PGC1a acetyl inh 0.2, INS-1E GSIS act 0.1 and PAX8 reporter 10.5.
Screening CCNC(=O)[C@@H]1[C@@H](CO)[C@@H]2Cn3c(ccc(/C=C/c4ccccc4)c3=O)[C@H]1N2C(=O)C1CCC1 returned LGR2 inh -7.9, C2C12 statin -10.0, ARNT-TACC3 inh -28.0, Cneo AK release 1.0, INS-1E GSIS act -5.8 and PglD DTNB 4.1.
`O=C(c1ccc2c(c1)OCO2)N1C[C@H]2[C@@H](c3ccccc31)[C@@H](CO)N2C(=O)CC1CC1` gave LGR2 inh -6.6, C2C12 statin -15.6, ARNT-TACC3 inh -4.7, PGC1a acetyl inh 4.7, Cneo AK release 51.3, INS-1E GSIS act 13.2, PAX8 reporter -19.3 and PglD DTNB -3.0.
For O=C(CN1CCOCC1)OCCCC1CCCCC1 the results were C2C12 statin -3.3, ARNT-TACC3 inh -9.7, PGC1a acetyl inh 1.1, Cneo AK release -2.8, PAX8 reporter -1.3 and PglD DTNB -4.0.
Screening CN1c2ccc(C#Cc3cccnc3)cc2[C@H]2[C@H](CCN2C(=O)Nc2cc(F)ccc2F)[C@@H]1CO returned LGR2 inh -8.5, C2C12 statin -27.1, ARNT-TACC3 inh 9.3, PGC1a acetyl inh -13.5, Cneo AK release 25.4, INS-1E GSIS act -8.6, PAX8 reporter -18.1 and PglD DTNB 8.5.
COc1ccc(CNC(=O)C(C)Sc2ccc(C)cc2)cc1 (stereo not drawn) was read as ARNT-TACC3 inh -35.7, PGC1a acetyl inh 0.3, INS-1E GSIS act 23.9 and PAX8 reporter 0.9.
For CC(=O)N1CCN(C(=O)c2ccc(NS(=O)(=O)c3cc(C)ccc3C)cc2)CC1 the results were LGR2 inh -22.3, ARNT-TACC3 inh -2.2, INS-1E GSIS act -1.0 and PAX8 reporter -10.4.
Screening O=C(NC(=S)Nc1ccc(NC(=O)c2cccs2)cc1)c1ccco1 returned LGR2 inh -8.3, C2C12 statin 5.1, ARNT-TACC3 inh -6.1, PGC1a acetyl inh -6.5, Cneo AK release -1.9, INS-1E GSIS act -2.9, PAX8 reporter -28.6 and PglD DTNB 10.1.
COc1ccc(CCNC(=O)c2ccc(C)s2)cc1OC was read as LGR2 inh -7.2, C2C12 statin -4.5, ARNT-TACC3 inh -0.7, PGC1a acetyl inh -6.0, Cneo AK release -1.8, INS-1E GSIS act 22.0, PAX8 reporter -1.8 and PglD DTNB -2.9.
CC(Sc1nnc(-c2ccccc2)c(-c2ccccc2)n1)C(=O)N1CCc2ccccc21 (stereo not drawn) was read as LGR2 inh 19.0, ARNT-TACC3 inh 2.9, INS-1E GSIS act -24.1 and PAX8 reporter 20.3.
CCN1CCc2c(sc(NC(=O)C3CCCCC3)c2C(=O)OC)C1 was read as LGR2 inh 2.3, C2C12 statin -11.3, ARNT-TACC3 inh -8.2, Cneo AK release 36.8, INS-1E GSIS act -8.6, PAX8 reporter -6.4 and PglD DTNB 3.2.
COc1ccccc1-c1cc(-c2ccccc2)nc(SCC(=O)O)c1C#N was read as LGR2 inh -8.2, C2C12 statin 1.2, ARNT-TACC3 inh -3.0, PGC1a acetyl inh 13.4, Cneo AK release -4.6, INS-1E GSIS act -25.0, PAX8 reporter 6.9 and PglD DTNB 3.1.
`O=C(Oc1cccc([N+](=O)[O-])c1)C1CCN(C(=O)c2ccc(F)cc2)CC1` gave LGR2 inh 7.2, C2C12 statin 10.5, ARNT-TACC3 inh -2.6, Cneo AK release 0.4, INS-1E GSIS act 20.3, PAX8 reporter -4.8 and PglD DTNB 5.3.
`CC(C)CC(C(=O)Nc1oc(-c2ccco2)c(-c2ccco2)c1C#N)N1C(=O)c2ccccc2C1=O` (stereo not drawn) gave C2C12 statin 116.9*, PGC1a acetyl inh -1.9, Cneo AK release -0.9, PAX8 reporter -12.0 and PglD DTNB -0.7.
CC1=C(C(=O)N2CCOCC2)CC(CC(=O)NCc2cccc3ccccc23)C(=O)N1CCCN1CCCC1=O (stereo not drawn) was read as LGR2 inh 19.5, C2C12 statin 0.9, PGC1a acetyl inh 11.7, Cneo AK release -0.4, INS-1E GSIS act -2.5, PAX8 reporter -10.7 and PglD DTNB 3.5.
Screening COc1ccc(OC)c(C2Nc3ccccc3NC3=C2C(=O)CC(C)(C)C3)c1 (stereo not drawn) returned LGR2 inh 4.4, C2C12 statin 27.0, ARNT-TACC3 inh 7.6, Cneo AK release -1.5, INS-1E GSIS act -6.1, PAX8 reporter 15.8 and PglD DTNB 0.8.
Screening COc1ccc(NC(=O)/C(C#N)=C\c2ccc(N3CCOCC3)o2)cc1 returned LGR2 inh -64.2, ARNT-TACC3 inh 8.4, INS-1E GSIS act -0.1 and PAX8 reporter -91.5.
`O=C(C[C@H]1C[C@@H]2c3cc(NS(=O)(=O)c4ccc(F)cc4)ccc3O[C@@H]2[C@H](CO)O1)N1CCOCC1` gave LGR2 inh 2.8, C2C12 statin 3.2, ARNT-TACC3 inh -4.2, PGC1a acetyl inh -8.5, Cneo AK release -0.6, INS-1E GSIS act -1.0, PAX8 reporter 0.2 and PglD DTNB -1.5.
For COc1ccc(Cc2nnc(SCC(=O)N3CCCC3)o2)cc1 the results were LGR2 inh 10.2, ARNT-TACC3 inh 1.6, INS-1E GSIS act 18.0 and PAX8 reporter -6.1.
For Cc1csc(=NC(=O)c2ccccc2)n1Cc1ccco1 the results were LGR2 inh 7.8, C2C12 statin -11.3, ARNT-TACC3 inh 2.5, PGC1a acetyl inh 12.5, Cneo AK release -4.7, INS-1E GSIS act 6.1 and PglD DTNB 2.2.
Screening O=C(NCCc1ccccn1)c1ccc(OC2CCN(Cc3ccccn3)CC2)cc1 returned LGR2 inh -8.7, Cneo AK release -1.4, INS-1E GSIS act 9.4, PAX8 reporter -71.9 and PglD DTNB 0.9.
Screening Cc1cc(C(=O)OCC(=O)NC2CCCC2)c2ccccc2n1 returned LGR2 inh 9.0, C2C12 statin 5.5, ARNT-TACC3 inh -0.4, Cneo AK release -1.4, INS-1E GSIS act 6.5, PAX8 reporter 5.8 and PglD DTNB -1.1.

Hits appear at their usual frequency; 2.9% or so of the library scored in one or more.
